VP16 counter = Gal4-VP16 reporter inhibition counter-screen; hit rate 3.5% among 310,000; Potency, µM (series often up to 53.6 µM), inactives show at the highest dose activity, negative = inhibition, actives largely listed as inhibitors; AID 2546; Drosophila S2 Gal4-VP16 UAS-luciferase, luminescence, 20 h;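 also: Gal4-VP16 expression switched on by copper sulfate through the metallothionein promoter; % is scaled to controls: 0 for no effect and ±100 for the full control effect; nearly all actives have a fitted effect of over 50% in size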
FLuc modulator = inhibits or activates purified firefly luciferase, miR-21 counter-screen; purified FLuc, Km substrates, luminescence inhibition; Potency, µM (highest dose often 57.5 µM), for inactives: at the highest dose activity change, negative = inhibition, usual class: inhibitors; hit rate 6.9% among 360,000; AID 588342;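 also: plate controls were vehicle for no effect and reference inhibitor for full effect; nearly all actives have a fitted effect of over 55% in size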
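Purified P. pyralis luciferase (10nM final) with 10uM D-luciferin and 10uM ATP (Km levels) in 50mM Tris acetate pH 7.5, 10mM Mg acetate, 0.01% Tween-20, 0.05% BSA; qHTS 6-point titration, ~60 µM downward; luminescence read.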
RORgamma inh = blocks mouse ROR gamma transcriptional activity. hit rate 5.4% among 310,000. Drosophila S2 Gal4-RORgamma UAS-luciferase reporter, 20 h. P51450. Potency, µM (titrated, usually from 53.6 µM), for the others: at the top dose activity change, negative = inhibition, usual class: inhibitors. AID 2551; also: % is scaled to controls: 0 for no effect and ±100 for the full control effect; nearly all actives have a fitted effect of over 60% in size
Target sequence (P51450 whole entry, looked up, the tested form may be a part): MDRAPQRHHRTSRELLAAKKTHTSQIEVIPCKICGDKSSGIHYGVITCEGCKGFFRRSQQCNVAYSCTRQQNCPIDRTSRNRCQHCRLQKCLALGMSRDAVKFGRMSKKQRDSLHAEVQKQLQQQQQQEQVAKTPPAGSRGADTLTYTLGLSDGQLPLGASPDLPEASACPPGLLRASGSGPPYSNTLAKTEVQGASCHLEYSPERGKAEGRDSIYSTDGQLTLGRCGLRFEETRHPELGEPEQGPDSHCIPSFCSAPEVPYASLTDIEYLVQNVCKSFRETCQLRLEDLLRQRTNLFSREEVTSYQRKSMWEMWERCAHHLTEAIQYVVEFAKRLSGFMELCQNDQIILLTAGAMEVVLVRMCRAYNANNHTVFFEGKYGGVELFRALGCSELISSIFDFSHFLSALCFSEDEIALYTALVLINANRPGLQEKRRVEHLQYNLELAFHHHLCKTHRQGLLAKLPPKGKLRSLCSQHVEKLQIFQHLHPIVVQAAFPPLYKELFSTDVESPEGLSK
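Drosophila S2 cells stably expressing Gal4-DBD/mouse RORγ fusion under metallothionein promoter plus UAS-luciferase; compound 1 h, then 700 uM CuSO4 induction for 20 h at ambient temperature; inhibition read as reduced luminescence.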
p53 reactivator = re-activators of mutant p53. H1299 p53-A138V BP100-luciferase reporter, luminescence, 24 h. Potency, µM (titrated, usually from 92.2 µM), without a hit: at the top dose activity change, positive = activation, usual class: activators. hit rate 0.063% among 320,000; also: % of control where 0% means no effect; nearly all actives have a fitted effect of over 45% in size
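H1299 (p53-null), stable ts p53-A138V + BP100-Luc; 1000 cells/well, Opti-MEM/10% FBS; cpd 4 pt, 1:5; 24 h, 37 deg C, 5% CO2; detection reagent 10 min RT; luminescence.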
ELG1 genotox = inducers of genotoxicity in HEK293T ELG1-luciferase cells; hit rate 1.3% among 330,000; Potency, µM (top dose mostly 46 µM), for inactives: at the top dose activity change, positive = activation, hits mostly activators; HEK293T ELG1-luciferase reporter, luminescence, 16 h; also: % of control where 0% means no effect; nearly all actives have a fitted effect of over 60% in size
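Luminescence read-out: rising ELG1-luciferase signal, reflecting elevated ELG1 protein under genetic stress, flags genotoxic compounds. Cells were treated for 16 hr at 37 °C before ONE-Glo detection.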
Rab9 prom act = activates the Rab9 promoter. Huh7 Rab9 promoter-luciferase reporter, luminescence, 24 h. Potency, µM (titrated, usually from 9.22 µM), without a hit: at the highest dose activation, negative = inhibition, usual class: activators. hit rate 2.8% among 320,000. AID 485297; also: % of control where 0% means no effect; nearly all actives have a fitted effect of over 60% in size
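Huh7 cells stably carrying a Rab9 promoter-luciferase reporter, 1500 cells per well in OP-MEM I with 10% FBS, treated with compound 24 hours at 37C. Luciferase activity read by luminescence after 10 minutes with Amplite reagent.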
NPC1 prom act = activators of NPC1 promoter | Huh7 NPC1 promoter luciferase reporter, 24 h | Potency, µM (series often up to 9.22 µM), without a hit: top-dose activation, hits mostly activators | hit rate 2.4% among 320,000;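 also: % of control where 0% means no effect; nearly all actives have a fitted effect of over 60% in size; reporter is driven by a mutant NPC1 promoter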
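Quantitative HTS used a cell-based reporter: Huh7 cells stably bearing the NPC1 promoter upstream of luciferase were treated with compounds for 24 h, and promoter activation was read as luminescence.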
MBNL1 CUG block = blocks human MBNL1 binding to CUG repeat RNA; TR-FRET MBNL1-His/biotin-(CUG)12 binding, 665/545 ratio; Potency, µM (highest dose often 57.5 µM), for inactives: at the highest dose activity change, negative = inhibition, actives largely listed as inhibitors; hit rate 0.036% among 280,000; AID 2675; active = well fitted inhibition curve with a large enough effect in the signal ratio, with a control signal flat, not every such curve was filed as active; inconclusive = small, poorly fitted or top-dose-only effect, or effect the other way, or a change in a side signal; inactive = no such curve, though single readings can be large or run the other way; the % refers to the signal ratio; also: % is scaled to controls: 0 for no effect and ±100 for the full control effect
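His-tagged MBNL1 binding to biotinylated (CUG)12 RNA was measured by TR-FRET using terbium anti-His antibody (0.055 ng/ul final) and streptavidin-XL665 (5 nM final). Compounds were titrated 92 nM to 58 uM; 60 min at room temperature.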
BRCA1 expr up = BRCA1 expression activation; MCF7-BRCA1-FFLuc reporter, luminescence, 48 h; response scale: scaled: vehicle 0%, 10 µM genistein 100%; Potency, µM (series often up to 46.1 µM), inactives show at the highest dose activation, actives largely listed as activators; hit rate 1.1% among 380,000; AID 624202; also: nearly all actives have a fitted effect of over 80% in size; some results filed as inactive show a strong effect at the top dose
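Cells: MCF7-BRCA1-FFLuc, 2000/well. Exposure: 48 h, 37 °C, 5% CO2. Read: luminescence, 15 min post-substrate. Controls: genistein 10 microM (maximal activation), DMSO (neutral).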
uPA generation = cell surface uPA generation inhibition | cell surface uPA generation assay, qHTS | Potency, µM (doses to about 38.3 µM), for the others: top-dose activity change, negative = inhibition, most hits filed as inhibitors | hit rate 0.31% among 330,000; active = well fitted inhibition curve with a large enough effect; inconclusive = small, poorly fitted or top-dose-only effect; inactive = no such curve, though single readings can be large or run the other way; tested in mouse RAW 264.7 cells; also: % is scaled to controls: 0 for no effect and ±100 for the full control effect; nearly all actives have a fitted effect of over 55% in size
Active calls of the source: *; ? = inconclusive; nt = no result given; [ ] = another dose, or the depositor's remark. Unless noted, calls follow the shape of the dose curve; as a rule, active = well fitted curve in the direction sought with a large enough effect; inconclusive = small, poorly fitted or top-dose-only effect, or another doubt; inactive = no such curve, though single readings can be large; an effect the other way counts as inactive or inconclusive. Potency is read from the fitted curve at half-maximal effect. Hits appear at their usual frequency; about 13% have a hit in one of these screens.

Structure	VP16 counter	FLuc modulator	RORgamma inh	p53 reactivator	ELG1 genotox	Rab9 prom act	NPC1 prom act	MBNL1 CUG block	BRCA1 expr up	uPA generation
C=CCOc1ccc(Oc2cc(C)nc(SC)n2)nn1	2%	1%	-21%	5%	3%	-8%	-2%	?	-27%	-8%
COc1ccc([N+](=O)[O-])cc1/C=N/Nc1nn[nH]n1	-1%	0%	11%	7%	1%	0%	-6%	?	1%	0%
Cc1c(Cl)cccc1NC(=O)Cc1cccs1	-3%	-5%	-7%	-11%	3%	0%	2%	-3%	7%	-14%
CCOc1ccc(C(=O)NCC(=O)OCC(=O)Nc2ccc(C)c(S(=O)(=O)N(C)C)c2)cc1	-1%	4.8µM*	33%	3%	2%	-3%	-3%	-2%	2%	4%
CC(=O)Nc1ccc(N(CC(O)Cn2c3ccccc3c3ccccc32)S(=O)(=O)c2ccc(C)cc2)cc1 (stereo not given)	?	8%	?	-6%	-6%	-9%	-9%	nt	-97%[inhibitor]	9%
Cc1c(NC(=O)COC(=O)CSc2ccc([N+](=O)[O-])cc2)c(=O)n(-c2ccccc2)n1C	nt	4%	nt	4%	0%	-4%	2%	nt	0%	1%
O=C(CN(C(=O)c1ccc(Cl)cc1)N1C(=O)C2C3C=CC(C3)C2C1=O)c1cccs1 (stereo not given)	-4%	5%	7%	-3%	-3%	-10%	-4%	3%	-2%	8%
Cc1ccc(NC(=O)CN(C)C(=O)c2ccc(-n3cncn3)c([N+](=O)[O-])c2)cc1	nt	-1%	nt	9%	3%	-3%	-6%	nt	-19%	6%
CCc1cccc2c(C#N)cn(CC(=O)NCc3ccco3)c12	6%	0%	43%	6%	-12%	-1%	5%	-2%	0%	1%
CCC/C(O)=C1\C(=O)CC(C)(C)CC1=Nc1ccccc1OC	-9%	0%	2%	-25%	-9%	0%	-4%	-3%	-11%	0%
CC(OC(=O)c1ccc(Cl)c(S(=O)(=O)N2CCOCC2)c1)C(=O)NC1CCCCC1C (stereo not given)	10%	1%	6%	-5%	-5%	1%	1%	3%	-11%	-28%
COCC(C)n1c(SCc2cc(=O)n3cc(C)ccc3n2)nc2ccccc2c1=O (stereo not given)	-12%	1%	?	-4%	-13%	-2%	-4%	?	0%	-4%
CCCCn1c(N)c(N(CC)C(=O)c2ccccc2C(F)(F)F)c(=O)[nH]c1=O	0%	0%	19%	6%	0%	1%	-6%	-5%	-6%	-1%
COc1ccc(-n2c(SCC(N)=O)nc3sc4c(c3c2=O)CCN(C)C4)cc1	-2%	2%	-4%	-8%	1%	-6%	0%	?	-22%	-3%
O=C(Nc1cccc(Cl)c1)Nc1ccc2nccnc2c1	8%	19µM*	25%	?	-2%	2.2µM*	2.8µM*	?	?	-7%
Cc1ccccc1C(O)c1ccccn1 (stereo not given)	-1%	8%	-9%	20%	1%	3%	0%	1%	2%	0%
CC(c1ccccc1)N1C(=O)c2ccccc2C1O (stereo not given)	0%	0%	11%	0%	-2%	-9%	-1%	-2%	5%	-5%
Cc1cc(/C=C(\C#N)C(=O)NCC2CCCO2)c(C)n1-c1ccc(Cl)cc1 (stereo not given)	-5%	4.3µM*	?	?	1%	3.5µM*	?	?	26%	nt
Cc1ccc(C(=O)CCC(=O)OCC(=O)N(CC(C)C)c2c(N)n(Cc3ccccc3)c(=O)[nH]c2=O)cc1	nt	0%	nt	3%	-3%	-3%	0%	nt	-1%	-1%
Cc1ccc(C)c(NC(=S)Nc2cccnc2)c1	-5%	-3%	?	-2%	-17%	1%	-2%	-8%	-18%	3%

Limited to MBNL1 CUG block, p53 reactivator and uPA generation, for some of the entries so far:
canonical_smiles	MBNL1 CUG block	p53 reactivator	uPA generation
COCC(C)n1c(SCc2cc(=O)n3cc(C)ccc3n2)nc2ccccc2c1=O (stereo not given)	?	-4%	-4%
CCCCn1c(N)c(N(CC)C(=O)c2ccccc2C(F)(F)F)c(=O)[nH]c1=O	-5%	6%	-1%
COc1ccc(-n2c(SCC(N)=O)nc3sc4c(c3c2=O)CCN(C)C4)cc1	?	-8%	-3%
O=C(Nc1cccc(Cl)c1)Nc1ccc2nccnc2c1	?	?	-7%

Ordered by number of heavy atoms (highest first): part of the list above
Structure	VP16 counter	FLuc modulator	RORgamma inh	p53 reactivator	ELG1 genotox	Rab9 prom act	NPC1 prom act	MBNL1 CUG block	BRCA1 expr up	uPA generation
CC(OC(=O)c1ccc(Cl)c(S(=O)(=O)N2CCOCC2)c1)C(=O)NC1CCCCC1C (stereo not given)	10%	1%	6%	-5%	-5%	1%	1%	3%	-11%	-28%
COCC(C)n1c(SCc2cc(=O)n3cc(C)ccc3n2)nc2ccccc2c1=O (stereo not given)	-12%	1%	?	-4%	-13%	-2%	-4%	?	0%	-4%
O=C(Nc1cccc(Cl)c1)Nc1ccc2nccnc2c1	8%	19µM*	25%	?	-2%	2.2µM*	2.8µM*	?	?	-7%

Continuation.
Structure	VP16 counter	FLuc modulator	RORgamma inh	p53 reactivator	ELG1 genotox	Rab9 prom act	NPC1 prom act	MBNL1 CUG block	BRCA1 expr up	uPA generation
Cc1ccc(COc2ccc(S(=O)(=O)N3CCCC3)cc2C(N)=O)cc1	?	-2%	-1%	5%	-2%	-6%	-1%	-2%	-8%	1%
CCOC(=O)CNC(=O)CSc1ncnc2c1cnn2-c1ccc(Cl)cc1	3%	-2%	23%	5%	12%	-2%	1%	-5%	14%	-5%
Cn1c2ccccc2c2nnc(NN)nc21	0%	-11%	-13%	-1%	4%	-6%	3%	nt	-49%	1%
COc1cccc(CN(C)Cc2nc3cc(C(F)(F)F)ccc3c(=O)[nH]2)c1	-19%	3%	2µM*	0%	-4%	-4%	0%	-8%	-23%	1%
